TROY signal inh: TROY signaling inhibition | AID 1347056 | Q293 LMP1-TROYcd NF-kB luciferase reporter, 4 h | inhibition, % at 10 µM | 360,000 tested, 0.98% active;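 active = compounds whose plate-normalised and pattern-corrected inhibition of the luciferase reporter signal at the single screening dose is 50% or more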
NCOA3 inh: inhibits human SRC3 coactivator | 360,000 tested, 0.17% active | HEK293 GAL4-SRC3 luciferase reporter, luminescence | inhibition, % at 3.6 µM;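 active = inhibition above a per-campaign cutoff, the mean of all compounds plus 3 SD, cut at about 60% in these data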;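 also: 0% = DMSO-treated cells and 100% = gossypol-treated cells at 36 µM; higher means less SRC3-driven luciferase light from the GAL4 reporter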
Target sequence (Q9Y6Q9 whole entry, looked up, the tested form may be a part): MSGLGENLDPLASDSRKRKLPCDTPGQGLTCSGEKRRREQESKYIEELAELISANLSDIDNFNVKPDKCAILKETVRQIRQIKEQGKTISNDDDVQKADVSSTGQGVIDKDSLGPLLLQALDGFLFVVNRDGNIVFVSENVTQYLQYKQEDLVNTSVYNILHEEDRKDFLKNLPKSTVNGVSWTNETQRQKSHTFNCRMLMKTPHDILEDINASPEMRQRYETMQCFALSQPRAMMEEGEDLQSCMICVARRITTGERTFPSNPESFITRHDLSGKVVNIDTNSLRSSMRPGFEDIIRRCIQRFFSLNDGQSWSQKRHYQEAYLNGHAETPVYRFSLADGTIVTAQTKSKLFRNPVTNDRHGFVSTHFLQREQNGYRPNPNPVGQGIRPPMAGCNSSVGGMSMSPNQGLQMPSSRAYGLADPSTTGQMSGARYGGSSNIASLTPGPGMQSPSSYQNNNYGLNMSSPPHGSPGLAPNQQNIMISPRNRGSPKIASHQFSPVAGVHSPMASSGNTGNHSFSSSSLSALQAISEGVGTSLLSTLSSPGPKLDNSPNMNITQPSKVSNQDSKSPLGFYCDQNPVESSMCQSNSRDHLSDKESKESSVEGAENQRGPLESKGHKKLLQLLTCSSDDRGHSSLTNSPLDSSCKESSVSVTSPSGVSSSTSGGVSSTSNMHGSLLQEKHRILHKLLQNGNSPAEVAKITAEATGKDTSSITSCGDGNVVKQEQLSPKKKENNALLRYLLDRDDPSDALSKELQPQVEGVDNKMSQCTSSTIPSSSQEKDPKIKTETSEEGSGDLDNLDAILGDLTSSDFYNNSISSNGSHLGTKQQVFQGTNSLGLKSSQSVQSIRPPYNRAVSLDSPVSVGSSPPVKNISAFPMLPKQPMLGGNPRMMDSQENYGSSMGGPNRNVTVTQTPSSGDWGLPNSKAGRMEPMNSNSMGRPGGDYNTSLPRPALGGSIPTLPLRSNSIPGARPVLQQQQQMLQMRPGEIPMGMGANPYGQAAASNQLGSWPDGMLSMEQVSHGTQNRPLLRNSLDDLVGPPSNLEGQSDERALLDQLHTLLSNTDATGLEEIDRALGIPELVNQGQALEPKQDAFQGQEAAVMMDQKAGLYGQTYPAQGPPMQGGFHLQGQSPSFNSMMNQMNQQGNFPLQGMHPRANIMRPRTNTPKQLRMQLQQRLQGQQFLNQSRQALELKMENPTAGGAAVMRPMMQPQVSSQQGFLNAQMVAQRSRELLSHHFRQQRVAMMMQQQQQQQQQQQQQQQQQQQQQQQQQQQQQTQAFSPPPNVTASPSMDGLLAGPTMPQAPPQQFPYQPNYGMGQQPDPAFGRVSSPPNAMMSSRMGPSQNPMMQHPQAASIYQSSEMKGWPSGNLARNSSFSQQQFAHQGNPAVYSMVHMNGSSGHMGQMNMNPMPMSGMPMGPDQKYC
COUP-TFII inh: blocks human COUP-TFII nuclear receptor. P24468. HEK293T NGFI-A luciferase reporter, luminescence. inhibition, % at 8.6 µM. 370,000 tested, 0.7% active;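 active = inhibition above a per-plate cutoff, mean inhibition of test wells between control levels plus 3 SD, cut at about 38% in these data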;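 also: cells cotransfected with COUP-TFII expression vector driving the NGFI-A reporter; 0% = median of COUP-TF2 test wells and 100% = reporter-only cells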
TWEAK Fn14 block: inhibitors of TWEAK-Fn14 interaction signaling. 360,000 tested, 2% active. AID 1159606. TWEAK-stimulated Fn14 reporter cells, luciferase luminescence, 8 h. inhibition, % at 10 µM; in the data active = inhibition above about 50%
CF NFkB block: cystic fibrosis NF-kB activation inhibition; KKLEB NF-kB-GFP reporter, PAF-induced, GFP fluorescence overnight; inhibition, % at 5 µM; 360,000 tested, 0.86% active; AID 588850;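 active = at least 50% inhibition at 5 µM, scaled per plate between neutral and stimulator controls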;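 also: PAF is a Pseudomonas aeruginosa culture filtrate used as stimulus; plate controls were PAF-stimulated DMSO wells for no effect and unstimulated DMSO wells for full effect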
SRC2 inh: human SRC2 (NCOA2) inhibition | HEK293 GAL4-SRC2 luciferase reporter, luminescence | inhibition, % at 9 µM | 370,000 tested, 0.17% active | Q15596;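 active = inhibition above the mean inhibition of all tested compounds plus 3 SD, set per campaign, cut at about 52% in these data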;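 also: 0% = DMSO treated cells and 100% = cells given Gossypol at 36 µM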
TRAIL sens C8: sensitizes caspase-8 expressing cells to TRAIL; NB7+C8 cells + TRAIL, ATPlite viability luminescence; inhibition (viability loss, TRAIL sensitization), % at 10 µM; 360,000 tested, 1% active;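 active = compounds causing at least 50% loss of cell viability in the single-dose screen, relative to plate controls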
KKLEB cytotox: counter-screen for CF NF-kB inhibitors: cytotoxicity; KKLEB CF airway cells viability, ATPlite luminescence, overnight; stronger effect = lower value; cells stimulated with P. aeruginosa culture filtrate; 360,000 tested, 0.36% active; activity change (cytotoxicity), % at 5 µM;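 active = corrected activity change at or below -50% at 5 µM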
LRH-1 inv ag: inverse agonists of human LRH-1 (NR5A2); O00482; HEK293T StAR-luciferase reporter, LRH-1 transfected, 24 h; inhibition, % at 3.6 µM; 360,000 tested, 0.13% active; AID 602396;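 active = inhibition above the mean inhibition of all tested compounds plus 3 SD, cut at about 73% in these data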;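 also: 0% = DMSO wells and 100% = reporter-only cells lacking LRH-1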
NCOA1 inh: inhibitors of human steroid receptor coactivator 1 (SRC1); Q15788; HEK293 GAL4-SRC1 luciferase reporter, luminescence; inhibition, % at 3.6 µM; 360,000 tested, 0.12% active;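 active = inhibition above the campaign mean plus 3 SD, with each screening campaign given its own cutoff, cut at about 60% in these data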;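 also: 0% = DMSO treated cells and 100% = gossypol at 36 µM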
LMP1 NFkB inh: Epstein-Barr LMP1 NF-kappaB reporter inhibition; 350,000 tested, 0.69% active; AID 504558; LMP1-induced NF-kappaB luciferase reporter cells, luminescence; inhibition, % at 12.5 µM; in the data active = inhibition above about 41%;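 also: 0% = neutral control wells and 100% = reference inhibitor control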
* hit, by the source's call; nt = not tested or not shown.

SMILES	TROY signal inh	NCOA3 inh	COUP-TFII inh	TWEAK Fn14 block	CF NFkB block	SRC2 inh	TRAIL sens C8	KKLEB cytotox	LRH-1 inv ag	NCOA1 inh	LMP1 NFkB inh
COc1ccc(OCc2nn3c(-c4cccc(OC)c4)nnc3s2)cc1	7	23	4	0	2	8	2	8	-9	12	0
Cc1cnc(C(=O)OCc2ccc(Br)cc2)cn1	-19	-6	1	0	-2	9	8	-19	-5	-19	3
O=C(O)CN=C(NS(=O)(=O)c1ccc(Cl)cc1)c1ccc(F)cc1	-26	-1	8	-5	-5	5	-2	5	-8	-5	-9
Cc1ccc(C(=O)N2CCN(c3ccccc3)CC2)cc1NC(=O)c1ccco1	9	22	-7	0	18	25	-5	-8	-11	8	1
CCc1cc(=O)[nH]c(SCCC(F)=C(F)F)n1	6	11	19	-4	9	-22	-7	11	-1	-5	1
O=C(COC(=O)c1ccc(O)cc1)Nc1cc(C(F)(F)F)ccc1N1CCOCC1	15	10	-8	-14	7	-3	-20	1	27	3	-4
CCOc1ccc(S(=O)(=O)N2CCOCC2)cc1NC(=O)CN1C(=O)NC(C)(c2ccc(C)cc2)C1=O (stereo unspecified)	8	-3	-1	9	25	0	-13	-1	-10	-10	8
O=C(Nc1ccccc1)c1cccc(-c2nnc(-c3ccccc3)o2)c1	-40	12	-4	-20	21	2	-2	-20	-11	-17	-2
Cc1cc(C)nc(Sc2c(C)n[nH]c2C)n1	-3	-8	1	-12	-12	16	-21	13	15	1	1
N#Cc1c(-c2ccc(Br)cc2)cc(-c2cccnc2)nc1N	0	11	-21	7	-5	-15	8	-13	10	-16	3
COC(=O)C1=C(C(=O)OC)[C@@H]2Nc3ccccc3[C@@]23C[C@@H](C(=O)OC)N(C(=O)CC(C)C)C3=N1	-3	-14	-14	1	14	23	-8	6	8	-10	-3
Cc1ccccc1OCCCN1CCOCC1	-6	-20	-15	7	11	-22	9	-5	-14	-15	5
O=C(CCN1C(=O)c2ccccc2S1(=O)=O)Nc1ccc(F)c([N+](=O)[O-])c1	-18	-14	-9	-11	24	-2	2	-7	-14	-2	2
Cn1nnnc1SCC(=O)c1c(N)n(C)c(=O)n(C)c1=O	11	-5	11	4	1	-23	4	-4	2	-18	-4
CCOc1ccc(Cc2n[nH]c(=S)n2Cc2ccccc2)cc1	10	8	8	-3	12	28	-1	17	6	3	2

Next section, overlapping the part above by three compounds.
SMILES	TROY signal inh	NCOA3 inh	COUP-TFII inh	TWEAK Fn14 block	CF NFkB block	SRC2 inh	TRAIL sens C8	KKLEB cytotox	LRH-1 inv ag	NCOA1 inh	LMP1 NFkB inh
O=C(CCN1C(=O)c2ccccc2S1(=O)=O)Nc1ccc(F)c([N+](=O)[O-])c1	-18	-14	-9	-11	24	-2	2	-7	-14	-2	2
Cn1nnnc1SCC(=O)c1c(N)n(C)c(=O)n(C)c1=O	11	-5	11	4	1	-23	4	-4	2	-18	-4
CCOc1ccc(Cc2n[nH]c(=S)n2Cc2ccccc2)cc1	10	8	8	-3	12	28	-1	17	6	3	2
Cc1ccc(C(=O)Nc2ccc3cn[nH]c3c2)cc1S(=O)(=O)N1CCOCC1	-27	-69	-13	0	10	-42	-27	3	-37	-39	-15
O=C(NCc1ccc(F)cc1)c1c2c(nc3ccccc13)CCN(Cc1ccccc1)C2	2	19	4	21	20	-20	-1	-17	2	-6	1
COC(=O)c1ccc(CSc2n[nH]c(=S)s2)o1	-11	-15	-10	2	5	-17	-9	4	-13	-17	-3
CCOCCCNC(=S)N1CCCN(c2nc3cc(C)cc(C)c3cc2C#N)CC1	-2	7	18	-16	10	-6	-2	0	5	-4	10
COc1ccc(Cl)cc1NC(=O)COC(=O)CNC(=O)c1ccc([N+](=O)[O-])c(C)c1	-9	16	-6	17	1	-2	-1	11	-3	-7	-14
O=c1c2c([nH]c3ccccc13)CCCCC2	4	23	-4	1	-11	3	9	3	16	0	3
COc1ccccc1CNC(=O)CCNC(=O)Cn1ccc2ccccc2c1=O	-32	2	2	12	0	18	-12	-2	14	0	2
COc1ccccc1-c1sc2ccccc2c1-c1ccc(OCCN2CCOCC2)cc1	5	4	-8	3	1	-4	14	2	-3	-22	-4
CCC1CN(C(=O)N2CCC(C(=O)NCc3ccc(OC)cc3OC)CC2)c2ccccc2O1 (stereo unspecified)	-5	1	11	1	22	-7	-10	-5	-14	-15	-1
Cc1c(O)ccc2cc(S(=O)(=O)c3ccccc3)c(=O)oc12	0	-28	9	-5	-19	26	-6	-3	3	-4	-5
O=C(CS(=O)(=O)c1ccc2ccccc2c1)Nc1ccccc1Cl	4	17	0	-8	1	10	-11	-4	15	11	-5
COn1c(=O)c(-c2ccc(F)cc2)[n+]([O-])c2ccccc21	-25	5	-14	17	0	4	-4	-15	8	15	3
CNc1cccc(-c2ccccc2C(C)=O)n1	-2	-15	-12	0	-9	14	-2	2	6	-5	nt
NC(=O)c1oc2ccc(Cl)cc2c1NC(=O)CN1CCOCC1	19	12	8	7	5	20	2	-13	13	-15	14
CCOc1ccc(CCNC(=O)COC(=O)COc2ccc(C(C)=O)cc2)cc1OCC	-5	14	3	-8	-25	-2	32	7	-5	1	-10
O=C(CNC(=O)C12CC3CC(CC(C3)C1)C2)N1CCN(S(=O)(=O)c2cccs2)CC1	12	10	11	8	-5	16	-4	12	-11	7	-2
O=C(NCc1ccco1)C1CC(c2c(Cl)cccc2Cl)=NO1 (stereo unspecified)	-35	0	9	9	-5	25	12	10	8	-6	-4
Cc1cc(NC(=O)CSc2nnc(-c3ccoc3C)o2)no1	-10	12	8	-8	-8	3	-1	-1	-30	10	8
CC1CCN(CC(=O)Nc2ccc3c(c2)OCO3)CC1	6	-14	-13	-15	6	0	-7	3	-25	-31	-8
CCCCOc1ccc(/C=N/Nc2cc(N3CCOCC3)nc(C)n2)cc1	34	-2	8	18	19	6	-3	-21	8	-7	-11
Cc1ccnc(NC(=O)c2cccc(S(=O)(=O)Nc3ccc(C)cc3C)c2)c1	23	-9	8	19	2	11	14	2	-4	-17	-6
Cc1cccc(CN2C(=O)NC(c3ccccc3)(c3ccccc3)C2=O)c1	8	2	26	9	-2	-5	-19	14	-4	11	-12
COc1cc(C(=O)N2CCCC(c3nc(-c4cccs4)no3)C2)cc(OC)c1OC (stereo unspecified)	14	-27	-10	-12	6	5	-7	7	8	13	-3
O=C(c1ccco1)C(O)c1ccco1 (stereo unspecified)	1	-3	17	-1	15	-17	-21	-18	-8	-27	-5
C/C(CC(=O)Nc1cccc(F)c1)=N\NC(=O)c1ccncc1	-22	14	10	-9	1	-14	-2	1	1	-53	1
CC(C)(C)OC(=O)N1CCC[C@H]1C(=O)OCC(=O)Nc1cc(S(C)(=O)=O)ccc1Cl	-5	-20	16	2	19	-1	1	-3	1	-10	-3
Cc1ccccc1Nc1nc(N)nc(COC(=O)CCS(=O)(=O)c2ccccc2)n1	-43	-21	-14	-9	4	-2	2	-2	-12	-26	-9
CCSc1nc2c(c(=O)[nH]c(=O)n2C)n1CC(O)COc1ccccc1 (stereo unspecified)	-7	-6	-12	-5	-5	25	-9	6	3	-31	11
Cc1ccc(Nc2nc(N)nc(CN3CCN(c4ccccc4)CC3)n2)cc1Cl	-5	21	-7	47	-12	-8	7	-7	0	1	-1
O=C(Cn1nc(C(=O)O)c2ccccc2c1=O)Nc1cc(S(=O)(=O)N2CCOCC2)ccc1Cl	18	-4	-2	-2	1	9	2	-8	-21	-2	-4
COc1cc(C(=O)N[C@@H](C)C(=O)NCc2ccco2)cc(OC)c1OC	-6	4	9	-3	-34	-3	27	10	-18	-13	-7
Cc1ccc(OCc2ccc(C(=O)Nc3ccc(S(N)(=O)=O)cc3)o2)cc1	4	3	2	-13	26	-11	2	-11	6	-15	1
CCC(C)[C@H](NC(=O)[C@@H]1Cc2ccccc2CN1C(=O)OC(C)(C)C)C(=O)NCC1CCC(C(=O)O)CC1 (stereo partly specified)	-25	13	-17	5	2	-4	-9	-8	6	5	-2
C[C@@H]1CN([C@@H](C)CO)C(=O)CCCn2nncc2CO[C@H]1CN(C)C(=O)NC1CCCCC1	2	0	-17	12	-19	12	8	4	-15	8	-4
CN(Cc1ccc(O)cc1)C1CCCCC1	16	13	11	-13	-6	8	-6	0	11	-1	-5
O=C(NCc1n[nH]c(=S)n1-c1ccccc1)c1ccc(S(=O)(=O)N2CCCCC2)cc1	-1	-5	18	14	-4	-10	1	-3	-2	2	-1
Cc1onc(-c2ccccc2)c1-c1ccnn1S(=O)(=O)c1ccc(Cl)cc1	24	17	22	21	-7	-6	-3	-18	16	18	-3
c1ccc(-c2noc(-c3ccno3)n2)nc1	-36	8	-8	0	-6	-18	5	26	-23	-13	4
COc1ccccc1CN1C[C@@H]2C[C@@H](c3cccc(C)c3)N3CCC[C@@]23C1=O	1	-8	-6	-4	-7	4	32	6	-3	6	9
O=C(Nc1ccc(Cc2ccncc2)cc1)C1CCC(N2C(=O)C3CC=CCC3C2=O)CC1 (stereo unspecified)	32	-20	8	-18	-4	27	-9	-1	-27	-35	7
CCOC(=O)Cc1csc(NC(=O)c2ccc(Br)cc2)n1	11	-21	12	-6	6	-31	8	-3	10	12	3
COc1ccccc1N(CC(=O)NCCc1ccccc1)S(C)(=O)=O	-12	17	12	14	7	-33	-4	0	16	-11	3
CC(C)(C)c1ccc(C(=O)NCc2nnc(SCC(=O)NC3CCCCC3)o2)cc1	-36	-8	4	-19	-20	-9	-2	-2	8	-15	4
CC(C)c1ncc(CO)n1Cc1c(Cl)cccc1Cl	11	-9	3	-10	-7	-15	-6	-10	-5	-21	2
O=C(c1ccccc1)N(C(=O)c1ccccc1)c1ccccc1	0	-20	-7	17	14	-28	8	1	-31	-20	0
Cc1cccc(C(=O)N=c2sccn2C)c1[N+](=O)[O-]	-48	-75	-17	-17	3	-40	-3	-4	-53	-67	-16
CCOc1ccc2[nH]c(=O)c(CN(CC3COCCO3)C(=O)c3ccco3)cc2c1 (stereo unspecified)	5	-2	11	-8	0	7	-1	-9	13	1	6
NC1=C(c2ccccc2)C(=O)NC1=O	-6	-7	2	11	19	-11	-3	4	-9	4	-3
COc1ccc(S(=O)(=O)N=N/C=C2\C=CC=CN2O)cc1OC	-10	2	-4	1	2	14	-2	-9	-4	6	-1
COc1ccc(N2C(=O)/C(=C\c3ccco3)N=C2SCC(=O)NC(C)C)cc1Cl	-1	6	-3	-19	5	16	7	-8	-14	9	5
COc1cccc(/C=N\NC(=O)c2sc(N)nc2C)c1OC	-10	-3	-13	-5	-17	-30	7	-8	-23	-1	3
Cc1ccc(SCc2cc(=O)c3c(=O)n(-c4ccccc4)[nH]c3[nH]2)cc1	2	15	17	-7	6	1	-4	-8	-6	-14	6
Cc1c(OCC(=O)NC(Cc2ccc(Cl)cc2)C(=O)O)ccc2c1oc(=O)c1ccccc12 (stereo unspecified)	19	-3	-70	8	-3	0	7	7	-14	-9	3

Source: PubChem BioAssay (several laboratories)
